Screening data as filed in PubChem BioAssay.
GLS inhibitor = glutaminase GLS (human) inhibition; GLS enzymatic activity, qHTS titration; O94925; Potency, µM (top dose mostly 45.5 µM), without a hit: at the highest dose activity change, negative = inhibition, most hits filed as inhibitors; actives 0.21% (n = 410,000); note: potency is the fitted concentration of half-maximal effect; % is set by controls: 0 for no effect and ±100 for the full control effect
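Enzyme dispensed in phosphate buffer (45 mM, pH 8.2, 0.02% Tween-20), compounds pinned in, then 1 mM L-glutamine solution and the glutamate oxidase–HRP–Amplex Red mix added; fluorescence read immediately and again after 30 min at room temperature.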
G9a block = G9a (human) methyltransferase inhibition; G9a H3K9 monomethylation, AlphaScreen, 2 h; Potency, µM (series often up to 102 µM), inactives show at the top dose activity, negative = inhibition, usual class: inhibitors; actives 8.8% (n = 350,000); note: potency is the fitted concentration of half-maximal effect; % is set by controls: 0 for no effect and ±100 for the full control effect; nearly all actives have a fitted effect of over 75% in size
Target sequence (Q96KQ7 913-1193 limits assumed): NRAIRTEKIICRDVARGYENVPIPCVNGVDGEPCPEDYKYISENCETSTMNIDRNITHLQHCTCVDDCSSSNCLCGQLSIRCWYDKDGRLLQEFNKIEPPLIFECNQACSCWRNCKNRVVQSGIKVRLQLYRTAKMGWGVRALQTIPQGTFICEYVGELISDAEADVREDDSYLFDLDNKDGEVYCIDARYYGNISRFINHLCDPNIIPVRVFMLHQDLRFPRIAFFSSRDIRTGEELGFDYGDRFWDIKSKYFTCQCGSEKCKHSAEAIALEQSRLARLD
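Readings reflect AlphaScreen signal from monomethyl-H3K9 antibody detection. HMT at 20 nM; substrate b-H3K9 500 nM; cofactor SAM 20 uM; 2 h RT reaction; compounds tested as titrations in qHTS with 15 min preincubation.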
RGS4 inh = inhibitors of human regulator of G protein signaling 4; actives 0.039% (n = 390,000); Potency, µM (highest dose often 114 µM), for inactives: at the highest dose activity change, negative = inhibition, hits mostly inhibitors; Transcreener GDP fluorescence polarization, RGS4-accelerated GTP hydrolysis; P49798; note: potency is the fitted concentration of half-maximal effect; % is set by controls: 0 for no effect and ±100 for the full control effect; nearly all actives have a fitted effect of over 75% in size; some results filed as inactive show a strong effect at the top dose
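MLSMR compounds (23 nl, pin-transferred) preincubated 10 min at room temperature with a 500nM (2x) first reagent, then RGS4 at 900nM (2x) plus Transcreener GDP mix added; fluorescence polarization (620/688 nm) read before and after 90 min at 30 °C.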
PI4K2A block = inhibitors of human PI4K2A; actives 0.13% (n = 420,000); AID 1346378; Q9BTU6; purified PI4K2A, ADP-Glo luminescence, 1 h; stronger effect = lower value; activity change, negative = inhibition, % at 76.9 µM; in the data active = activity change below about -50%; inconclusive = mostly about -30% to -49%;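 note: -100% = wells without enzyme as full effect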
Target sequence (Q9BTU6 whole entry, looked up): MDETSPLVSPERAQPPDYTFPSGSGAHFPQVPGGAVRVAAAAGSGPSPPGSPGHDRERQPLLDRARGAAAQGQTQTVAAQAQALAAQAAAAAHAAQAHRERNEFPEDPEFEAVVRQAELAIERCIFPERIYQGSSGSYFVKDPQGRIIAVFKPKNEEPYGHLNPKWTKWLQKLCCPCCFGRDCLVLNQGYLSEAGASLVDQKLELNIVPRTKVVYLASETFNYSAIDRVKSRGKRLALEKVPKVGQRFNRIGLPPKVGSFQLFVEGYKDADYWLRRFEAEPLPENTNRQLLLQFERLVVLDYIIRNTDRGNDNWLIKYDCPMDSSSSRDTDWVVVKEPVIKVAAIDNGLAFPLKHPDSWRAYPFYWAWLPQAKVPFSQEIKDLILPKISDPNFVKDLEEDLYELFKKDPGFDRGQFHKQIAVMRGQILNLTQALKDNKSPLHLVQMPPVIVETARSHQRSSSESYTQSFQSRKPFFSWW
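In this quantitative HTS, ADP production by PI4K2A was quantified luminescently after 1 h at ambient temperature; 100 microM adenosine served as plate-quality control.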
HP1b chromo inh = blocks HP1-beta chromodomain binding to methylated histone tails. actives 0.56% (n = 390,000). AlphaScreen HP1-beta / biotin-H3K9me3 peptide binding. Potency, µM (titrated, usually from 114 µM), inactives show at the highest dose activity change, negative = inhibition, hits mostly inhibitors. P83916; note: potency is the fitted concentration of half-maximal effect; nearly all actives have a fitted effect of over 70% in size; inactives centre near 23
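AlphaScreen: HP1-beta (50 nM) preformed 30 min with biotin-H3(1-18)K9me3 peptide (50 nM) in PBS pH 7.4, 0.01% Tween-20. Compound added for 30 min at RT, then streptavidin donor/nickel chelate acceptor beads (10 ug/mL) for 30 min.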
12-LOX inh = blocks human arachidonate 12S-lipoxygenase | P18054 | purified 12hLO, xylenol orange hydroperoxide absorbance | Potency, µM (top dose mostly 108 µM), inactives show top-dose activity change, negative = inhibition, most hits filed as inhibitors | actives 1.1% (n = 580,000); note: potency is the fitted concentration of half-maximal effect; % is set by controls: 0 for no effect and ±100 for the full control effect
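Hydroperoxide product was detected by ferrous iron/xylenol orange as the 573 to 405 nm absorbance ratio. Arachidonic acid at 40 uM (final) was turned over for 30 min at room temperature by 150 nM human 12hLO, pH 7.0 Hepes buffer, after 15 min compound preincubation.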
BAZ2B block = blocks human BAZ2B. actives 4.4% (n = 360,000). Q9UIF8. AlphaScreen BAZ2B-H3K14Ac peptide displacement. Potency, µM (top dose mostly 114 µM), without a hit: top-dose activity change, negative = inhibition, actives largely listed as inhibitors; note: potency is the fitted concentration of half-maximal effect; % is set by controls: 0 for no effect and ±100 for the full control effect; nearly all actives have a fitted effect of over 60% in size
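Inhibition is scored as reduced AlphaScreen emission. The BAZ2B/b-H3(5-23)K14Ac complex (50 nM each) in PBS pH 7.4, 0.01% Tween-20 meets compound (up to 110 uM) for 30 min at RT before bead addition.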
JMJD2A Tudor = blocks the human JMJD2A Tudor domain; O75164; AlphaScreen JMJD2A-Tudor / H3K4me3 peptide binding; Potency, µM (highest dose often 114 µM), inactives show at the highest dose activity change, negative = inhibition, usual class: inhibitors; actives 4.4% (n = 390,000); note: potency is the fitted concentration of half-maximal effect; % is set by controls: 0 for no effect and ±100 for the full control effect; nearly all actives have a fitted effect of over 50% in size
ERG-DNA inh = blocks human ERG Ets domain binding to DNA. actives 0.028% (n = 370,000). AID 624246. Potency, µM (doses to about 76.9 µM), for inactives: at the top dose FP activity, negative = inhibition, hits mostly inhibitors. fluorescence polarization, His-ERG Ets domain / labelled DNA; active = well fitted inhibition curve with a large enough effect in the polarisation, with a control signal flat; inconclusive = small, poorly fitted or top-dose-only effect, or effect the other way, or a change in a side signal; inactive = no such curve, though single readings can be large or run the other way; the % refers to the polarisation;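 note: polarization taken with two DNA probes labelled with fluorescein and Texas red; potency is the fitted concentration of half-maximal effect; % of control where 0% means no effect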
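His-tagged ERG Ets domain (1 uM in the protein solution; 300mM KCl, 50mM Tris-HCl, 1mM EDTA, 1mM DTT, pH 7.5) received compound, then a probe mix of 5 nM fluorescein-DNA and 100nM Texas-615-DNA. Fluorescence polarization was read for both dyes.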
An asterisk follows results filed as active; ? = inconclusive; nt = not tested or not shown; & = joins results of further samples; [ ] = dose if it differs, or a comment. Unless noted, calls come from the whole dose curve; as a rule, active = well fitted curve in the direction sought with a large enough effect; inconclusive = small, poorly fitted or top-dose-only effect, or another doubt; inactive = no such curve, though single readings can be large; an effect the other way counts as inactive or inconclusive.

Each structure is followed by: GLS inhibitor	G9a block	RGS4 inh	PI4K2A block	HP1b chromo inh	12-LOX inh	BAZ2B block	JMJD2A Tudor	ERG-DNA inh
> Cc1ccccc1-n1c(SCC(=O)N2CCC(C(=O)O)CC2)nnc1-c1ccncc1
→ -5.9%	-0.7%	0.4%	0.1	53.2%[activator]	7.5%	29.3%	-6.3%	14.6%
> CCOC(=O)c1nc(NCc2ccc(Cl)cc2)c2c(C)noc2n1
→ 1.4%	-2.6%[59 µM]	16.2%	-0.2	18.4%[57 µM]	-29.7%	-1.0%	-10.5%	-6.9%
> COc1ccc(N(CC(=O)NCCc2ccccc2)S(=O)(=O)c2c(C)nn(C)c2C)cc1
→ 4.4%	11.6%[59 µM]	14.6%	2.3	31.2%	-14.4%	nt	-7.7%	7.5%
> CCc1ccccc1NC(=O)c1cc2sccc2n1C
→ 11.8%	?	-2.8%	-5.8	0.3%	?	-0.2%	?	-8.7%
> Cc1cc2c(cc3c(=O)n(CC(=O)NCCCN4CC(C)CC(C)C4)ncn32)s1 (stereo not drawn)
→ -3.9%	?	6.1%[11.4 µM]	1.9	18.7%	-10.8%	-3.3%	-8.4%	-0.9%
> Cn1c(SCc2ccccc2C#N)nc2ccccc2c1=O
→ -4.9%	13.0%	-15.2%	-2.1	71.5%[activator]	-6.9%	2.8%	-3.5%	4.3%
> Cc1ccc(S(=O)(=O)N2CCC[C@H]2C(=O)OCC(=O)Nc2ccc3c(c2)OCO3)cc1
→ 0.6%	nt	-9.6%	-11.1	13.8%	-4.4%	nt	-33.1%	2.2%
> COc1ccccc1CNC(=O)N/C=C/c1ccc(Cl)cc1
→ 24.6%	31.6µM*	-22.8%	-10.1	-15.4%	-11.9%	-13.2%	-35.1%	-6.8%
> COc1cccc(NC(=O)CN(C)CC(=O)NC(C)c2ccccc2)c1 (stereo not drawn)
→ -4.8%	70.8µM*	-18.4%	-3.7	30.5%	0.2%	6.3%	-1.4%	-2.0%
> Cn1c(C(=O)O)c(CC(=O)NCC2COc3ccccc3O2)c2ccccc21 (stereo not drawn)
→ 11.2%	51.4%[activator][12.7 µM]	2.7%	-12.5	40.1%	-1.1%	1.8%	-1.3%	-20.6%
> COc1ccc(C2C(C(C)=O)=C(C)Nc3ncnn32)cc1 (stereo not drawn)
→ 11.8%	4.2%	1.0%	4.0	27.5%	?	5.1%	5.9%	1.7%
> CC(C)(C)OC(=O)C[C@@H]1C/C=C\C[C@@H](CC(=O)N(CCO)Cc2ccccc2)C(=O)N[C@H](Cc2c[nH]c3ccccc23)COC1=O
→ -1.5%	nt	7.5%	-5.1	2.0%	-0.1%	nt	?	5.8%
> COc1cc(/C=C/C(=O)OCC(=O)NCCc2ccc(S(N)(=O)=O)cc2)ccc1OCC#N
→ -1.2%	-30.6%	-39.5%	-2.7	52.1%[activator]	1.0%	-2.0%	2.7%	12.0%
> Cn1cc(CNC(=O)C2CCC(=O)N(Cc3ccccc3F)C2)cn1 (stereo not drawn)
→ 6.4%	nt	20.2%	0.8	19.0%	28.4%	0.0%	-10.9%	5.6%
> Cc1cc(C(=O)Nc2ccc(Nc3ccccc3)cc2)ccc1[N+](=O)[O-]
→ 15.8µM*	8.3%[0.501 µM]	?	0.9	22.4µM*	89.0%[activator]	-25.4%	10µM*	2.6%
> O=C(CCNS(=O)(=O)/C=C/c1ccccc1)NCCc1c[nH]c2ccccc12
→ -10.6%	-6.7%	-10.1%	2.7	3.7%	-19.7%	-31.4%	-21.4%	7.8%
> CC(O)Cc1nsc(NC(=O)c2ccc(Br)o2)n1 (stereo not drawn)
→ 7.6%	14.0%[12.7 µM]	16.9%	-1.5	36.7%	-24.3%	1.7%	-12.6%	0.1%
> CCOC(=O)N1CCN(C(=O)COc2ccc3ccccc3c2Br)CC1
→ 5.9%	2.2%	23.9%	0.7	57.9%[activator]	0.0%	-11.4%	-15.7%	-2.7%
> COCCNS(=O)(=O)c1cc(-c2nn(C)c(=O)c3ccccc23)ccc1C
→ 1.0%	0.3%[59 µM]	-31.8%	-2.4	-7.0%	-5.6%&-13.6%	-1.9%	?	0.2%
> O=C(O)CCC(=O)N1CCN(c2ncccn2)CC1
→ -2.3%	nt	-16.8%	41.8	31.7%	14.5%	-1.8%	-3.4%	-8.8%

Eight entries from above, sorted by SMILES length, lowest first:
Each structure is followed by: GLS inhibitor	G9a block	RGS4 inh	PI4K2A block	HP1b chromo inh	12-LOX inh	BAZ2B block	JMJD2A Tudor	ERG-DNA inh
> CCc1ccccc1NC(=O)c1cc2sccc2n1C
→ 11.8%	?	-2.8%	-5.8	0.3%	?	-0.2%	?	-8.7%
> Cn1c(SCc2ccccc2C#N)nc2ccccc2c1=O
→ -4.9%	13.0%	-15.2%	-2.1	71.5%[activator]	-6.9%	2.8%	-3.5%	4.3%
> COc1ccc(C2C(C(C)=O)=C(C)Nc3ncnn32)cc1 (stereo not drawn)
→ 11.8%	4.2%	1.0%	4.0	27.5%	?	5.1%	5.9%	1.7%
> Cn1c(C(=O)O)c(CC(=O)NCC2COc3ccccc3O2)c2ccccc21 (stereo not drawn)
→ 11.2%	51.4%[activator][12.7 µM]	2.7%	-12.5	40.1%	-1.1%	1.8%	-1.3%	-20.6%
> Cc1cc(C(=O)Nc2ccc(Nc3ccccc3)cc2)ccc1[N+](=O)[O-]
→ 15.8µM*	8.3%[0.501 µM]	?	0.9	22.4µM*	89.0%[activator]	-25.4%	10µM*	2.6%
> Cc1ccccc1-n1c(SCC(=O)N2CCC(C(=O)O)CC2)nnc1-c1ccncc1
→ -5.9%	-0.7%	0.4%	0.1	53.2%[activator]	7.5%	29.3%	-6.3%	14.6%
> COc1cc(/C=C/C(=O)OCC(=O)NCCc2ccc(S(N)(=O)=O)cc2)ccc1OCC#N
→ -1.2%	-30.6%	-39.5%	-2.7	52.1%[activator]	1.0%	-2.0%	2.7%	12.0%
> CC(C)(C)OC(=O)C[C@@H]1C/C=C\C[C@@H](CC(=O)N(CCO)Cc2ccccc2)C(=O)N[C@H](Cc2c[nH]c3ccccc23)COC1=O
→ -1.5%	nt	7.5%	-5.1	2.0%	-0.1%	nt	?	5.8%

Two entries picked at random from the list so far:
Each structure is followed by: GLS inhibitor	G9a block	RGS4 inh	PI4K2A block	HP1b chromo inh	12-LOX inh	BAZ2B block	JMJD2A Tudor	ERG-DNA inh
> O=C(CCNS(=O)(=O)/C=C/c1ccccc1)NCCc1c[nH]c2ccccc12
→ -10.6%	-6.7%	-10.1%	2.7	3.7%	-19.7%	-31.4%	-21.4%	7.8%
> O=C(O)CCC(=O)N1CCN(c2ncccn2)CC1
→ -2.3%	nt	-16.8%	41.8	31.7%	14.5%	-1.8%	-3.4%	-8.8%

This is a subset; the hit share may differ from the screen's.
